# Screening results deposited in PubChem by Fisher Drug Discovery Resource Center.
# mcGAS RapidFire: inhibitors of Mus musculus cyclic GMP-AMP synthase, initial high-throughput assay, cell-free, RapidFire MS | hit rate 0.18% among 130,000 | recombinant mouse cGAS, cGAMP by RapidFire MS | inhibition, % at 12.5 µM;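 active means inhibition of cGAS enzyme activity at or above 60%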;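 further: enzyme stimulated by 45 bp dsDNA with ATP and GTP substrates; cGAMP share of summed cGAMP plus half ATP and half GTP signals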
# Target sequence (Q8C6L5 whole entry, looked up): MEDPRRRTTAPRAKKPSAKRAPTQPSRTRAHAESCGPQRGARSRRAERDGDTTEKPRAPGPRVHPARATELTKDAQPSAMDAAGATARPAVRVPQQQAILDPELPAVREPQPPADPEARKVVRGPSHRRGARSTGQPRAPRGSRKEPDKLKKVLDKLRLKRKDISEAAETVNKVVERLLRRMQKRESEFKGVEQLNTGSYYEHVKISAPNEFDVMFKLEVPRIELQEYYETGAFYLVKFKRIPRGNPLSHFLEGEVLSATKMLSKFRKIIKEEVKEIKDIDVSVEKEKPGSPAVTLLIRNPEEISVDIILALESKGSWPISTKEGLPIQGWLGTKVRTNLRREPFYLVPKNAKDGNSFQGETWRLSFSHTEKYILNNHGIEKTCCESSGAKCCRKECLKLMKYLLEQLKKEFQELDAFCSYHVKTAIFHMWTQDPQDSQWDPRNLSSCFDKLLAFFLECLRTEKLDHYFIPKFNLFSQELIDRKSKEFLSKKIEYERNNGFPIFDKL
# An asterisk follows results filed as active; & = joins results of further samples.
SMILES,mcGAS RapidFire
CC(C#N)CNC(=O)c1ccsc1NC(=O)c1cccs1 (centres undefined),-3.9
CC(C)Oc1ccc(C#N)cc1NC(=O)Nc1cnn(CC(F)F)c1,-25.8
NC(=O)c1cccc(CC2CCN(C(=O)c3cnccn3)C2)c1 (centres undefined),-16.0
Cc1cccnc1C(NC(=O)c1ccc(=O)[nH]c1)C(C)C (centres undefined),12.8
COc1ccc(S(=O)(=O)N(C)C)cc1NC(=O)Cc1ccsc1,0.9
O=S(=O)(c1cc(Cl)ccc1Cl)N1CCN(c2ccccn2)CC1,-5.5
COC(=O)c1ccc(C2NC(=O)c3n[nH]c(C)c32)cc1 (centres undefined),-4.8
CC(C)(O)C#Cc1ccc(C(=O)Nc2cnc3n2CCCC3)o1,-45.9
C=CCNC(=O)NC1CC(C)(C)Cc2nc(C(C)(C)C)ncc21 (centres undefined),-10.5
COc1cccc(CNC(=O)CCC2CCCN(C(=O)CCC(F)(F)F)C2)c1 (centres undefined),-1.0

# Reformatted field by field: part of the list above.
Compound: COc1ccc(S(=O)(=O)N(C)C)cc1NC(=O)Cc1ccsc1
  mcGAS RapidFire: 0.9

Compound: O=S(=O)(c1cc(Cl)ccc1Cl)N1CCN(c2ccccn2)CC1
  mcGAS RapidFire: -5.5

# Going on with the list:
SMILES,mcGAS RapidFire
COc1ccc(CCCOC(Cn2ccnc2)c2ccc(OC)cc2)cc1 (centres undefined),-7.6
CC1(C(=O)NCc2ccc3c(c2)OCO3)CCN1Cc1ccsc1 (centres undefined),-5.6
CCN(CC)C(=O)C1CCCN(C(=O)c2ccccc2N2CCC(N)CC2)C1 (centres undefined),-5.3
Cc1c(C(=O)O)sc2nc(/C=C/c3csc4ccccc34)[nH]c(=O)c12,19.8
CC(=O)NC12CC3CC(C1)CC(C(=O)N(C)Cc1nccn1C(F)F)(C3)C2,-3.6
CC(=O)Nc1ccc(Nc2nc(C)cc(N3CCCC3)n2)cc1,-7.5
CCc1cc(=O)[nH]c(-n2nc(C)cc2N)n1,2.9
CN(CC(=O)N1CCCC(CCO)C1)S(=O)(=O)c1ccccc1 (centres undefined),-9.3
Cc1n[nH]c(=O)c2c(NC(=O)COC(=O)C3CC4CCCC(C3)C4=O)oc(C)c12 (centres undefined),-0.2
Nc1nnc(N)c2ccccc12,-6.1
O=C(Nc1c2c(nn1-c1ccccc1)CS(=O)C2)c1ccccc1 (centres undefined),-4.0
NC(=O)c1ccc(CN(C2CC2)S(=O)(=O)c2ccc3c(c2)OCCCO3)cc1,-4.6
CN1CCCC2(CCN(Cc3ccccc3C(=O)O)C2)C1=O (centres undefined),-7.1
COC(=O)C(C)(C)C1CCCCC1C(C)(C)C(=O)OC (centres undefined),-5.6
CCCCCNCC(N)=O,5.3
COc1cccc(C(=O)N/N=c2\oc3c(OC)cccc3cc2-c2nc3ccccc3[nH]2)c1,-1.1
O=C(NCCN1CCN(C(=O)c2ccccc2F)CC1)C(=O)Nc1ccc(F)cc1,-2.1
CC(C)c1ccc(CC(=O)N2CCC2(C)C(=O)Nc2cc(C3CC3)nn2C)cc1 (centres undefined),-7.6
CCn1nc(C)c(CNCc2ccc(C(N)=O)nc2)c1C,-11.9
COc1cc(OC)cc(C(N)c2nccn2C)c1 (centres undefined),-5.3
Cc1nc(CNC(=O)c2cc3n(n2)CCCN(C)C3)nc2c1CCCC2,-17.0
O=C(O)c1cccnc1CN1CCCC(Oc2ccc(F)cc2)C1 (centres undefined),-0.9
CS(=O)c1cccc(NC(=O)COc2ccc(F)cc2F)c1 (centres undefined),-11.9
COc1ccc(CCN2C(=O)CC(N3CCN(C)CC3)C2=O)cc1OC (centres undefined),-5.9
C=C(Cl)CSc1nnc(-c2ccncc2)n1-c1ccc(F)cc1,-1.4
O=C(N=C1N=C2C=CC(Br)=CN2Cc2ccccc21)Nc1ccccc1,1.7
O=c1[nH]c2ccccc2c2cn(-c3ccccc3)nc12,1.6
CC(C)O[C@H]1CN(S(=O)(=O)NCc2ccccc2)C[C@@H]1O,-5.2
O=C(O)c1cc2cc3c(cc2nn1)OCCCO3,-0.6
COc1ccc(NC(=O)CCC2CCCN(Cc3cccc(C(C)=O)c3)C2)c(C)c1 (centres undefined),-6.6
CCCCc1ccc(NC(=O)CSc2nc(C)nc3c2c(=O)n(C)c(=O)n3C)cc1,6.9
Cc1cc(F)ccc1-c1c(-c2ccccc2)ncn1CCCn1ccnc1,6.6
NC(=O)c1c(NC(=O)c2sc3cc(F)ccc3c2Cl)sc2c1CCC2,17.4
CCOC(=O)Cn1cc([N+](=O)[O-])cn1,-10.2
COC(=O)c1ccccc1-[n+]1c(C)cc(C)cc1C,-3.1
O=[N+]([O-])c1ccc(S(=O)(=O)C=Cc2ccc(F)cc2)cc1,-3.5
CCc1nc(CS(=O)Cc2ccc(OC(F)F)cc2)cs1 (centres undefined),-0.3
CSc1n[nH]c(-n2ccc3c(cnc4c(-c5ccccc5)c(C)nn43)c2=O)n1,-11.6
Cc1ccc(C=CC(=O)NC(C)c2ccc(-n3cncn3)cc2)c(Br)c1 (centres undefined),-7.2
COc1cccc(C(O)C2OC(=O)c3ccccc32)c1OC (centres undefined),0.4
CC(=O)Nc1ccc(S(=O)(=O)Oc2cc(C)nc3ncnn23)cc1,-5.4
Cc1cccc(CCC(=O)N2CCC(CN(C)C)CC2)c1,1.9
Cc1ccc(C)c(NC(=O)C2(C)CCN(C(C)C)C2)c1 (centres undefined),-8.1
C=CCc1cccc(CNc2ccc(Cl)cc2)c1O,13.8
COC1(OC)N=C(N)C2(C#N)C(c3cccc(OCc4ccccc4)c3)C12C#N (centres undefined),5.6
CC(NC(=O)C1CCN(S(=O)(=O)c2ccc3c(c2)OCCCO3)CC1)c1ccc(F)c(F)c1 (centres undefined),1.0
CC(NC(=O)C1CCN(S(=O)(=O)c2ccc3c(c2)OCCCO3)CC1)c1ccccc1Cl (centres undefined),-2.9
CCc1ccc(CNC(C)CCc2ccco2)cc1 (centres undefined),0.4
CSc1ccc(Cl)c(C(=O)O/N=C2\c3ccccc3-c3ncccc32)c1,42.1
CCCC(C)NC(=O)c1sc2nc(CC)nc(C)c2c1C (centres undefined),-5.3

# (list continues)
SMILES,mcGAS RapidFire
CC1=C(C)CC(C(=O)Nc2cccc(F)c2)C(C(=O)O)C1 (centres undefined),-4.5
CC(=O)N1CCN(CC(=O)c2c(-c3ccccc3)[nH]c3ccccc23)CC1,-14.4
NC(=O)CSc1nc2c(cnn2CCO)c(=O)[nH]1,-26.6
CSc1cccc(CN(C)CC2CCN(Cc3ccc(C)o3)CC2)c1,-0.3
O=C(Nc1ccc(-c2ccco2)cc1)C1CCCN(C(=O)c2noc3c2CCCC3)C1 (centres undefined),-5.0&4.5
O=[N+]([O-])c1ccc(N2CCCC(C(F)(F)F)C2)c([N+](=O)[O-])c1 (centres undefined),1.7
COc1ccc(C)nc1NC(=O)c1ccc(Br)o1,-4.0
O=C(Nc1cnn(C23CC4CC(CC(C4)C2)C3)c1)C1CC(c2c(F)cccc2Cl)=NO1 (centres undefined),15.6
O=c1[nH]cnc2cc(Br)ccc12,2.7
CCn1c(=O)c2c(nc3n2CCCN3c2ccc(C)cc2)n(C)c1=O,-5.9

# Three of these compounds in a different format.
Molecule	mcGAS RapidFire
CCc1cc(=O)[nH]c(-n2nc(C)cc2N)n1	2.9
CCCC(C)NC(=O)c1sc2nc(CC)nc(C)c2c1C (centres undefined)	-5.3
CSc1n[nH]c(-n2ccc3c(cnc4c(-c5ccccc5)c(C)nn43)c2=O)n1	-11.6

# The listing continues:
SMILES,mcGAS RapidFire
CC1CCCN(c2ncnc(Oc3ccc4c(c3)OCO4)c2N)C1 (centres undefined),-5.8
CCCc1cc(C(=O)Nc2cc(F)c(F)c(C(=O)OC)c2)n[nH]1,-8.3
CC1CN(CC2(O)CCC2)CC(C)O1 (centres undefined),-5.8
O=C(c1cnc2ccccn2c1=O)N1CCCC(N2CCNC2=O)C1 (centres undefined),-6.5
Cc1ccc(S(=O)(=O)Nc2ccccc2C2=N[C@@H](C(C)C)CO2)cc1,-4.8
CC1=NN(Cc2ccccc2F)c2nc3c(c(=O)n(Cc4ccccc4)c(=O)n3C)n2C1,1.0
CC1CCCCN1C(=O)c1cc(Br)cc(S(=O)(=O)N2CCOCC2)c1F (centres undefined),3.9
Cc1ccc(NC(=O)CC(=O)N(CC#Cc2ccccc2)C2CC2)cc1,-28.6
CCN1CCN(C(=O)CCC2CCN(C(=O)C3CCN(C(=O)N(C)C)CC3)CC2)CC1,-11.6
O=C(NCc1ccc(-c2nc3ccccc3s2)o1)C1CCS(=O)(=O)C1 (centres undefined),-5.4
Fc1cccc(CN2CCC(=NNc3nc4ccccc4s3)CC2)c1,-2.3
Cc1nc2ncccn2c1C(=O)NCc1cccnc1N(C)C,-31.7
CC(C)n1cc(CN(C)CC2CCCN(CCc3ccc(Cl)cc3)C2)cn1 (centres undefined),6.5
CCOC(=O)C1CCCCN1C(=O)CCc1nnc(CCc2ccc(OC)cc2)o1 (centres undefined),-1.7
Cc1cc(C(=O)NC2CC(=O)N(Cc3ccccc3Cl)C2)c(C)o1 (centres undefined),-8.3
O=C(CNC(=O)C12CC3CC(CC(Cl)(C3)C1)C2)N1CCCCC1,-29.2
Cn1c(C(=O)N2CCCn3cncc3C2)cc2c(Cl)cccc21,-22.5
Cc1c(C(=O)NC2CCCC2)sc(=O)n1Cc1cccc(F)c1,-0.8
CSc1ccc(NC(=O)N2CCCC(N3CCN(c4ccccc4)CC3)C2)cc1 (centres undefined),-10.7
Cn1nc(CC2CCN(C(=O)c3cccc(=O)[nH]3)CC2)n(-c2ccccc2)c1=O,-8.6
Cc1ccc2c(c1)C(OC1CCN(C)CC1)c1ccccc1CS2 (centres undefined),-2.5
O=S(=O)(CCNCc1ccccc1Cl)c1ccccc1,8.5
Cc1ccc(CN2CCSCC2)cc1NC(=O)Cn1cccn1,-13.2
O=C(CSc1nnc(CNC(=O)c2cc(Br)ccc2Cl)n1-c1cccc(Cl)c1)Nc1nccs1,-0.9
Cc1cccc(S(=O)(=O)NC(=O)C2(C)CCN2C(=O)Cc2ccsc2)c1 (centres undefined),-1.7
CN(N=Cc1ccc([N+](=O)[O-])o1)c1ccccc1,-9.6
C[C@H](CCC(=O)NCC(=O)O)[C@H]1CC[C@H]2[C@@H]3[C@H](O)C[C@@H]4C[C@H](O)CC[C@]4(C)[C@H]3C[C@H](O)[C@]12C,-3.3
O=C1CCC(C(=O)NC(c2ccc(Cl)cc2)c2cccs2)=NN1 (centres undefined),-4.6
CC1(C)CC(=O)C=C(NC2CCCCC2)C1,-11.9
O=C(CSc1nnc(-c2ccc(F)c(F)c2)c(=O)[nH]1)N1CCN(c2ccc(F)cc2)CC1,-11.1
Cc1nn(C)cc1-c1ccnc(NCCCn2ccnc2C(C)C)n1,-15.9
c1coc(-c2nc(CN(CC3CCCO3)CC3CCCO3)cs2)c1 (centres undefined),-0.2
Cc1ccsc1C(=O)N1CCCC(CNC(=O)c2ccc(-c3ccccc3)cc2)C1 (centres undefined),-0.8
CC1CN(C(=O)CCNc2snc(Cl)c2C#N)CC(C)O1 (centres undefined),5.3
CC(C)c1ccc(NC2CCCN(C(=O)Cc3c[nH]c(=O)[nH]c3=O)C2)cc1 (centres undefined),-0.1
OC1/C=C\CCCCC1O (centres undefined),-10.3
Clc1ccc(N=C2SCCN2C2CCCCC2)cc1,-4.3&-3.2
Cc1ccc(NC(=O)c2csc(NS(=O)(=O)c3cccs3)n2)cc1F,-3.4
COC(=O)C1=C(C)N(CC2CCCO2)C(=O)C1 (centres undefined),-6.2
CC(=O)Cn1c(=O)c2c(nc3oc(-c4ccccc4)cn32)n(C)c1=O,-4.2
Cc1nc2c(o1)N=C(N)C(C#N)C21CCSCC1 (centres undefined),-4.0
COC(CNC(=O)N1CCOCC1)C(C)C (centres undefined),-9.5
COc1ccc(Br)cc1/C=C/C(=O)N1CCC(c2ccccc2)CC1,0.8
C=C(C)CN(CC)Cc1nc(-c2ccc(OC)c(C)c2C)oc1C,-3.8
Cc1nc(C(C)C)nc(C)c1OCc1nc(-c2ccco2)oc1C,-5.3
COc1cccc(OCCN2CCN(c3cc(C)c(C#N)c4nc5ccccc5n34)CC2)c1,-0.8
OC(CC#CCN1CCOCC1)(c1ccccc1)c1ccc(-c2ccccc2)cc1 (centres undefined),-8.5
CN1CCN(c2ncccc2CNC(=O)c2cccc(-n3cnnc3)n2)CC1,-30.4
CC(=O)Oc1cc2c(s1)CCN([C@H](C(=O)C1CC1)c1ccccc1F)C2,-11.5
COCCCN(Cc1ccc(F)cc1)C(=O)Cc1csc(C)n1,-3.4

# Overlap with the part before: 4 compounds; new compounds follow.
SMILES,mcGAS RapidFire
OC(CC#CCN1CCOCC1)(c1ccccc1)c1ccc(-c2ccccc2)cc1 (centres undefined),-8.5
CN1CCN(c2ncccc2CNC(=O)c2cccc(-n3cnnc3)n2)CC1,-30.4
CC(=O)Oc1cc2c(s1)CCN([C@H](C(=O)C1CC1)c1ccccc1F)C2,-11.5
COCCCN(Cc1ccc(F)cc1)C(=O)Cc1csc(C)n1,-3.4
O=C(c1csc(-c2ccsc2)n1)N1CCN(c2ncccn2)CC1,1.4
CN(CC12CC3CC(CC(C3)C1)C2)C(=O)c1ccc[nH]c1=O,-7.0
Cc1ccc(-n2nc3c(c2NC(=O)c2ccc(S(=O)(=O)N(C)C)cc2)CS(=O)(=O)C3)cc1,-7.8
C=CCc1c(C)c(C#N)c2nc3ccccc3n2c1NCCC,-2.8
Cc1cc(N2CCCC2)ccc1NC(=O)C1CCS(=O)(=O)C1 (centres undefined),-4.5
CCC(Sc1nnnn1C1CCOCC1)c1ccc(F)cc1F (centres undefined),-10.2
COCC(CC(C)C)OC(=O)c1ccc2nncn2c1 (centres undefined),-13.3
O=S1(=O)CCC(N=Nc2c(O)[nH]c3c(Br)cc(F)cc23)C1 (centres undefined),-4.2

# Some of the compounds tested. The share of hits here may be higher or lower than overall.
